High-throughput results as filed in PubChem BioAssay.
IDH1 mut inh: inhibitors of IDH1 R132H reductase, primary screen, biochemical, plate reader, single point | 70,000 tested, 0.18% active | diaphorase/resazurin fluorescence, 60 min | Isocitrate dehydrogenase [NADP] cytoplasmic (Homo sapiens), O75874 | inhibition, % at 10 µM; in the data active = inhibition above about 34%;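 also: 0% = DMSO and 100% = no enzyme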
Target sequence (O75874 whole entry R132H): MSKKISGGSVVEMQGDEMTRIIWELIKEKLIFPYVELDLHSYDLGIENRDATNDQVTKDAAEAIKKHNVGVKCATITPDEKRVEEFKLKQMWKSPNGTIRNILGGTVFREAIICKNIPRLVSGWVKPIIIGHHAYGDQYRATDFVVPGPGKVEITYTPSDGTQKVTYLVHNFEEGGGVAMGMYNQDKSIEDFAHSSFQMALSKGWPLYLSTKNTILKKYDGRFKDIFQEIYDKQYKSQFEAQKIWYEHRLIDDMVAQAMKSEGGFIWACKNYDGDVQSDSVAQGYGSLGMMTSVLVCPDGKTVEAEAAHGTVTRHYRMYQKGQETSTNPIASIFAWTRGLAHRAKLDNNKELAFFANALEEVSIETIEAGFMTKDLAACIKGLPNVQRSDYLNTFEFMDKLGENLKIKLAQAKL
EZH2 inh: EZH2/PRC2 methyltransferase inhibitors, primary screen, biochemical, DELFIA time-resolved fluorescence, single point | Histone-lysine N-methyltransferase EZH2 (Homo sapiens), Q15910 | 57,000 tested, 0.35% active | inhibition, % at 12.5 µM | PRC2 H3K27 methylation, DELFIA TRF, 1 h;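 active = mean inhibition of replicates at least 50% and every single replicate also reaching 50%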;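 also: dimethyl H3K27 on biotinylated H3 21-44 peptide detected by antibody; plate controls were median neutral control wells for no effect and median positive control wells for full effect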
Numbers without * were called inactive; / = no result given.

Each structure is followed by: IDH1 mut inh, EZH2 inh
[1] Cc1ccc(S(=O)(=O)CC(CN2CCOCC2)N2CCOCC2)cc1 (centres undefined)
    -0.2, 2
[2] O=S(=O)(N[C@@H]1CCCN(Cc2cccc(OCCO)c2)C1)c1ccc(-c2ccccc2)cc1
    /, -9
[3] CNC[C@H]1Oc2ncc(Br)cc2C(=O)N([C@H](C)CO)C[C@@H]1C
    1.8, 16
[4] COc1cccc(S(=O)(=O)Nc2ccc3c(c2)[C@H]2C[C@H](CC(=O)NCc4ccccc4F)O[C@H](CO)[C@H]2O3)c1
    0.1, 6
[5] CO[C@H]1CN(C)C(=O)c2ccc(NS(=O)(=O)CC(F)(F)F)cc2OC[C@@H](C)NC[C@@H]1C
    0.1, -4
[6] O=C(CSc1nnnn1-c1cccc2ccccc12)c1ccc(O)c(O)c1
    0.0, 2
[7] COc1ccc(NC(=O)CSc2ncnc3sc4c(c23)CCC(C)C4)c([N+](=O)[O-])c1 (centres undefined)
    -0.3, /
[8] COCC(=O)Nc1ccc2c(c1)OC[C@@H](C)N(CCC(F)(F)F)C[C@H](C)[C@@H](OC)CN(C)C2=O
    0.0, -1
[9] COc1ccc(NC(=O)N(C)C[C@H]2Oc3cc(-c4ccncc4)ccc3S(=O)(=O)N([C@@H](C)CO)C[C@H]2C)cc1
    0.4, /
[10] C[C@H]1CN([C@@H](C)CO)S(=O)(=O)c2ccc(C#CCN(C)C)cc2O[C@@H]1CN(C)Cc1ccccc1F
    0.2, /
[11] C[C@H](CO)N1C[C@H](C)[C@@H](CN(C)Cc2ccccc2)Oc2ccc(NS(=O)(=O)c3cn(C)cn3)cc2C1=O
    1.2, 1
[12] C[C@H](CO)N1C[C@H](C)[C@H](CN(C)Cc2ccncc2)Oc2cc(C3=CCCC3)ccc2S1(=O)=O
    /, -14
[13] COCC(=O)Nc1ccc2c(c1)C(=O)N(C)C[C@H](OC)[C@@H](C)CN(C(=O)c1ccccc1)[C@H](C)CO2
    0.1, 1
[14] C[C@@H]1CN([C@@H](C)CO)C(=O)Cc2cc(NS(=O)(=O)c3ccc(F)cc3)ccc2O[C@H]1CN(C)C(=O)Nc1ccc(F)cc1
    0.2, /
[15] CC(CC(=O)O)CC(=O)Nc1ccc(C(=O)O)cc1 (centres undefined)
    0.8, 0
[16] CC(C)NC(=O)N(C)C[C@@H]1Oc2ncc(C#CC3CCCC3)cc2C(=O)N([C@H](C)CO)C[C@@H]1C
    0.2, /
[17] C[C@@H]1CN([C@H](C)CO)C(=O)Cc2cc(NC(=O)Cc3cn(C)c4ccccc34)ccc2O[C@@H]1CN(C)Cc1ccc(-c2ccccc2)cc1
    0.2, /
[18] COCC(=O)N(C)C[C@@H]1Oc2ncc(C#C[C@@H](C)O)cc2C(=O)N([C@H](C)CO)C[C@H]1C
    0.5, -10
[19] CN1CCN(C(=O)C[C@@H]2CC[C@H](NC(=O)c3ccc4c(c3)OCO4)[C@@H](CO)O2)CC1
    -0.2, 4
[20] Cc1cc(C)cc(NC(=O)CC2NCCNC2=O)c1 (centres undefined)
    -0.2, -2
[21] C[C@H](CO)N1C[C@H](C)[C@H](CN(C)S(C)(=O)=O)Oc2cc(C#Cc3ccccc3)ccc2S1(=O)=O
    -7.0, /
[22] COCC(=O)N(C)C[C@H]1Oc2ncc(-c3ccc(C#N)cc3)cc2C(=O)N([C@H](C)CO)C[C@H]1C
    -0.1, -1
[23] Cc1c(Cl)cccc1NC(=O)CC1NCCNC1=O (centres undefined)
    -0.4, 8
[24] O/N=C1/CC(O)(C(F)(F)F)Oc2ccccc21 (centres undefined)
    -0.6, -13
[25] CC(=O)N(C)C[C@H]1Oc2ncc(C#C[C@@H](C)O)cc2C(=O)N([C@@H](C)CO)C[C@H]1C
    0.9, 1
[26] COc1ccc(NC(=O)COc2ccc(Br)cc2C)c([N+](=O)[O-])c1
    0.3, -1
[27] C[C@@H]1CN([C@@H](C)CO)C(=O)CCCn2cc(nn2)CO[C@H]1CN(C)S(=O)(=O)c1ccc2ccccc2c1
    /, 3
[28] C[C@H](CO)N1C[C@H](C)[C@H](CN(C)C(=O)CC2CC2)Oc2ncc(C#CC3CC3)cc2C1=O
    -0.5, 1
[29] Cc1noc(C)c1NC(=O)N(C)C[C@H]1Oc2ccc(NS(=O)(=O)c3cn(C)cn3)cc2C(=O)N([C@@H](C)CO)C[C@H]1C
    -0.8, /
[30] CCOC(=O)c1c(NC(=O)CSc2nnc(C)s2)sc2c1CCN(C)C2
    -0.1, 19
[31] COc1ccc(NC(=O)N(C)C[C@@H]2Oc3ncc(-c4ccc(OC)cc4)cc3C(=O)N([C@H](C)CO)C[C@@H]2C)cc1
    -0.4, -21
[32] CC1=C(C/C=N/NC(=O)c2cccc(C(=O)NO)c2)C(C)(C)CCC1
    -0.3, -17
[33] Cc1cc(C)cc(NC(=O)CN2CCC(C(N)=O)(N3CCCCC3)CC2)c1
    0.0, -11
[34] Cc1ccc(S(=O)(=O)N(C)C[C@@H]2Oc3c(NS(=O)(=O)c4ccc(F)cc4)cccc3C(=O)N([C@H](C)CO)C[C@@H]2C)cc1
    0.0, /
[35] C[C@@H]1CN([C@H](C)CO)C(=O)c2cc(N(C)C)ccc2O[C@H]1CN(C)Cc1ccc(C(=O)Nc2ccccc2N)cc1
    /, 2
[36] CCC(=O)N[C@H]1CC[C@@H](CCn2cc(C3CC3)nn2)O[C@@H]1CO
    -0.6, 6
[37] COc1ccc(Cn2c(C)cc(O)cc2=O)cc1OC
    -1.0, -31
[38] C[C@@H]1CCCCO[C@@H](CN(C)S(C)(=O)=O)[C@@H](C)CN([C@H](C)CO)C(=O)c2cc(NC(=O)CCC(F)(F)F)ccc2O1
    -0.7, -9
[39] CC(=O)N(C)C[C@@H]1Oc2ncc(C#CC(C)(C)O)cc2C(=O)N([C@H](C)CO)C[C@@H]1C
    0.6, 2
[40] COC(=O)c1ccc(Cl)c(NC(=O)CN(c2ccccc2Br)S(C)(=O)=O)c1
    -0.2, 0

Full records from above.
`C[C@H](CO)N1C[C@H](C)[C@H](CN(C)C(=O)CC2CC2)Oc2ncc(C#CC3CC3)cc2C1=O` as listed: IDH1 mut inh: -0.5; EZH2 inh: 1
`C[C@H](CO)N1C[C@H](C)[C@H](CN(C)S(C)(=O)=O)Oc2cc(C#Cc3ccccc3)ccc2S1(=O)=O` as listed: IDH1 mut inh: -7.0; EZH2 inh: /

Following part:
Each structure is followed by: IDH1 mut inh, EZH2 inh
[41] COc1ccc(S(=O)(=O)Nc2ccc3c(c2)CC(=O)N([C@H](C)CO)C[C@@H](C)[C@H](CN(C)Cc2ccc(-c4ccccc4)cc2)O3)cc1
    -0.1, /
[42] CCc1nnc(NS(=O)(=O)c2ccc(N)cc2)s1
    -0.1, 5
[43] N#Cc1ccc(NC(=O)CSc2nnnn2-c2ccccc2)cc1
    1.1, -4
[44] C[C@@H]1CN([C@@H](C)CO)C(=O)c2cc(NS(C)(=O)=O)ccc2O[C@H]1CN(C)Cc1ccccc1
    1.1, 4
[45] Cc1ccc(S(=O)(=O)Nc2ccc3c(c2)C(=O)N([C@H](C)CO)C[C@H](C)[C@H](CN(C)S(=O)(=O)c2cccs2)O3)cc1
    0.1, /
[46] CCOc1ccc(-n2cnnn2)cc1S(=O)(=O)NCc1ccccc1
    0.5, /
[47] CC(=O)N(C)C[C@H]1Oc2cc(C#Cc3ccncc3)ccc2S(=O)(=O)N([C@@H](C)CO)C[C@H]1C
    8.7, 0
[48] CN1CCN(C(=O)C[C@@H]2CC[C@H](NC(=O)c3ccc4c(c3)OCO4)[C@H](CO)O2)CC1
    -0.6, -9
[49] COc1cccc(NC(=O)Nc2ccc3c(c2)C(=O)N(C)C[C@H](OC)[C@H](C)CN[C@@H](C)CO3)c1
    -0.2, 6
[50] COc1ccc(SCc2cc3c(F)c(F)c(F)c(F)c3o2)cc1
    -0.7, 46
[51] COc1ccc(S(=O)(=O)N(C)C[C@@H]2Oc3c(NC(=O)C4CCCCC4)cccc3C(=O)N([C@H](C)CO)C[C@@H]2C)cc1
    /, 23
[52] C[C@@H]1CN([C@H](C)CO)S(=O)(=O)c2ccc(Br)cc2O[C@H]1CN(C)Cc1ccccn1
    0.2, 17
[53] CO[C@H]1CN(C)C(=O)c2cc(NC(=O)c3cccc(F)c3)ccc2OC[C@@H](C)NC[C@@H]1C
    -0.2, 8
[54] CO[C@@H]1CN(C)C(=O)c2cc(NC(=O)C3CCOCC3)ccc2OC[C@H](C)N(C(C)=O)C[C@H]1C
    0.2, 1
[55] C[C@H](CO)N1C[C@H](C)[C@@H](CN(C)C(=O)Nc2ccc(F)cc2)Oc2ccc(NC(=O)CCN3CCOCC3)cc2CC1=O
    0.1, -1
[56] CCN(CC(=O)Nc1ccc(C)c(Cl)c1)S(=O)(=O)c1ccc(Cl)cc1
    -0.3, 21
[57] COCC(=O)Nc1ccc2c(c1)[C@H]1C[C@@H](CC(=O)NC3CCCC3)O[C@@H](CO)[C@H]1O2
    -0.5, 3
[58] COc1ccc(NC(=O)N(C)C[C@H]2Oc3cc(C#CCC(C)C)ccc3S(=O)(=O)N([C@@H](C)CO)C[C@@H]2C)cc1
    -0.3, -13
[59] COc1ccccc1S(=O)(=O)N[C@H]1C=C[C@H](CC(=O)NCc2cc(F)cc(F)c2)O[C@H]1CO
    0.6, -7
[60] COc1ccc([N+](=O)[O-])cc1NC(=O)CCN1CCOCC1
    -0.2, 0

Reprinted from the part before: 4 entries, then new ones.
Each structure is followed by: IDH1 mut inh, EZH2 inh
[57] COCC(=O)Nc1ccc2c(c1)[C@H]1C[C@@H](CC(=O)NC3CCCC3)O[C@@H](CO)[C@H]1O2
    -0.5, 3
[58] COc1ccc(NC(=O)N(C)C[C@H]2Oc3cc(C#CCC(C)C)ccc3S(=O)(=O)N([C@@H](C)CO)C[C@@H]2C)cc1
    -0.3, -13
[59] COc1ccccc1S(=O)(=O)N[C@H]1C=C[C@H](CC(=O)NCc2cc(F)cc(F)c2)O[C@H]1CO
    0.6, -7
[60] COc1ccc([N+](=O)[O-])cc1NC(=O)CCN1CCOCC1
    -0.2, 0
[61] C[C@@H]1CN([C@@H](C)CO)S(=O)(=O)c2ccc(C3=CCCC3)cc2O[C@H]1CN(C)Cc1ccccc1F
    0.4, 24
[62] Cc1noc(C)c1NC(=O)N(C)C[C@H]1Oc2ccc(NS(=O)(=O)c3cn(C)cn3)cc2C(=O)N([C@@H](C)CO)C[C@@H]1C
    3.0, /
[63] COCC(=O)N(C)C[C@H]1Oc2cc(-c3ccc(C)cc3)ccc2S(=O)(=O)N([C@@H](C)CO)C[C@H]1C
    -1.4, -7
[64] C[C@H]1CN([C@@H](C)CO)C(=O)c2cc(NC(=O)Nc3ccccc3)ccc2O[C@H]1CN(C)S(=O)(=O)c1ccccc1
    0.9, 0
[65] C[C@@H]1CN([C@@H](C)CO)C(=O)c2cccc(NS(=O)(=O)c3ccc(Cl)cc3)c2O[C@@H]1CN(C)S(C)(=O)=O
    -0.5, /
[66] COc1ccccc1S(=O)(=O)N[C@@H]1CC[C@H](CC(=O)N2CCCCC2)O[C@H]1CO
    0.3, 2
[67] C[C@@H]1CN([C@@H](C)CO)C(=O)Cc2cc(NC(=O)Cc3cn(C)c4ccccc34)ccc2O[C@H]1CN(C)C(=O)Nc1cccc2ccccc12
    -0.6, /
[68] O=[N+]([O-])c1ccc(NCCNc2nc3ccccc3nc2N2CCOCC2)cc1
    -0.2, 1
[69] CCOc1ccc(NC(=O)CSc2nc(-c3cccs3)cc(C(F)(F)F)c2C#N)cc1
    -0.3, 5
[70] C[C@H](CO)N1C[C@H](C)[C@@H](CN(C)C(=O)C2CCC2)Oc2ncc(Br)cc2C1=O
    0.1, 10
[71] c1ccc2c(c1)OCC(c1nnc3sc(-c4ccncc4)nn13)O2 (centres undefined)
    -0.1, 3
[72] C[C@@H]1CN([C@@H](C)CO)C(=O)Cc2cc(NS(=O)(=O)c3ccccc3)ccc2O[C@@H]1CN(C)Cc1ccc(C(=O)Nc2ccccc2N)cc1
    0.2, -3
[73] Cc1ccnc(NCc2ccc(N(C)C)cc2)c1
    0.8, 3
[74] C[C@H]1CCCCO[C@@H](CN(C)Cc2ccncc2)[C@@H](C)CN([C@@H](C)CO)C(=O)c2cc(NC(=O)Nc3ccccc3)ccc2O1
    -0.4, -20
[75] CCC(=O)Nc1ccc2c(c1)C(=O)N(C)C[C@@H](OC)[C@@H](C)CN(CCc1ccccc1)[C@@H](C)CO2
    0.1, -13
[76] CO[C@@H]1CN(C)C(=O)c2cc(NC(=O)C3CCOCC3)ccc2OC[C@H](C)N(C(=O)c2ccccc2)C[C@@H]1C
    0.0, 11
[77] COc1ccccc1-c1ccc2c(c1)O[C@H](CN(C)C)[C@H](C)CN([C@@H](C)CO)S2(=O)=O
    -0.1, -7
[78] COc1ccc(S(=O)(=O)Nc2cccc3c2O[C@H](CN(C)S(=O)(=O)c2ccc(Cl)cc2)[C@@H](C)CN([C@@H](C)CO)C3=O)cc1
    1.2, /
[79] COc1ccc(S(=O)(=O)N(C)C[C@@H]2Oc3ccc(NC(=O)C4CCCCC4)cc3CC(=O)N([C@H](C)CO)C[C@@H]2C)cc1
    /, -14
[80] CO[C@H]1CN(C)C(=O)c2cc(NC(=O)c3cccc(F)c3)ccc2OC[C@H](C)NC[C@H]1C
    -0.4, 1
[81] COc1ccc(NC(=O)Nc2ccc3c(c2)C(=O)N([C@H](C)CO)C[C@H](C)[C@@H](CN(C)Cc2ccc(Cl)c(Cl)c2)O3)cc1
    3.2, /
[82] CC(C)CC#Cc1cnc2c(c1)C(=O)N([C@H](C)CO)C[C@@H](C)[C@@H](CN(C)Cc1cccc(F)c1)O2
    -1.4, /
[83] COc1ccc(S(=O)(=O)N[C@@H]2CC[C@H](CC(=O)O)O[C@@H]2CO)cc1
    0.1, 13
[84] COc1ccc(CN(C)C[C@@H]2Oc3c(NC(=O)Nc4ccc(F)cc4)cccc3C(=O)N([C@@H](C)CO)C[C@H]2C)cc1
    -1.1, -17
[85] O=C(Cc1ccccc1)N[C@@H]1C=C[C@H](CC(=O)N2CCCCC2)O[C@@H]1CO
    0.1, 8

An excerpt; rates above refer to the full screens.
